High-throughput results: PubChem, National Center for Advancing Translational Sciences (NCATS)
AmpC det inh = Promiscuous and Specific Inhibitors of AmpC Beta-Lactamase (assay with detergent); P00811; purified AmpC, nitrocefin hydrolysis with detergent; Potency, µM (top dose mostly 28.7 µM), inactives show at the top dose activity change, negative = inhibition; 71,000 compounds, 0.09% hits; active = well fitted curve in the direction sought with a large enough effect
Target sequence (P00811 whole entry, looked up): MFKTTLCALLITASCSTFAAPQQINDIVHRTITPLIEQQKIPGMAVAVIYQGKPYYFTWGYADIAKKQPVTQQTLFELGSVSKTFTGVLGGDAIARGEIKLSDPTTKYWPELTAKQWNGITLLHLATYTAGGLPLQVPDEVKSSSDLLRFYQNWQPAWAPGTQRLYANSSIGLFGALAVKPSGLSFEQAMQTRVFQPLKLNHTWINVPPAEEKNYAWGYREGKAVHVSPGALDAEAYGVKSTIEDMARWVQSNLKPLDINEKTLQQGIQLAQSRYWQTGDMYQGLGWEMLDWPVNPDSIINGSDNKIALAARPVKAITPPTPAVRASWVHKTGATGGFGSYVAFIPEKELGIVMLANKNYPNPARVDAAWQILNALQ
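E. coli AmpC (5.3 nM) in 20 mM phosphate pH 7.0 with 0.01% Triton X-100, preincubated 15 min RT with compound; nitrocefin (2 uL of 800 uM stock) hydrolysis followed by 480 nm absorbance every 20 s over 4 min.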
* marks the source's active call; other numbers are inactive results; [ ] = another dose, or the depositor's remark. % is scaled to controls: 0 for no effect and ±100 for the full control effect; potency is read from the fitted curve at half-maximal effect. The list is partial; the hit share may differ from the screen's.

SMILES	AmpC det inh
CS(=O)(=O)N1CCN(C2CCN(Cc3ccccc3)CC2)CC1	2.4%
CCOC(=O)Nc1cccc(Nc2ccccc2)c1	-0.9%
CS(=O)(=O)Nc1cccc(-c2nc(-n3ccnc3)c3ccccc3n2)c1	10.1%
CCOC(=O)C1CCN(S(=O)(=O)c2ccc(NC(=O)OC)cc2)CC1	0.1%
O=C(O)[C@H](Cc1ccccc1)NC(=O)N1CCOCC1	10.8%
CCOC(=O)Cc1nnc(NC(=O)C(CC)Sc2nncn2C)s1 (centres undefined)	12.3%
OC(CNCC1CCCO1)Cn1c2ccccc2c2ccccc21 (centres undefined)	-3.1%
CCCn1c(SCc2ccc(Cl)cc2)nc2c1c(=O)[nH]c(=O)n2C	-6.9%
CN(CCC(=O)O)S(=O)(=O)c1ccccc1	2.4%[5.75 µM]
COc1ccc(OC)c(C(O)c2nc3ccccc3n2C(C)C)c1 (centres undefined)	-6.1%
COc1cc(C)nc(N(Cc2ccccc2)S(=O)(=O)c2ccccc2)n1	-1.8%
CC(=O)Nc1cccc(Cn2cccn2)c1	-0.6%
O=C1CC(N(O)c2ccccc2)C(=O)N1Cc1ccccc1 (centres undefined)	-0.8%
CCC(C)Sc1nc2c(c(=O)[nH]c(=O)n2C)n1CCc1ccccc1 (centres undefined)	-5.1%
O=S(=O)(c1ccc(S(=O)(=O)N2CCN(C/C=C/c3ccccc3)CC2)cc1)N1CCCC1	-4.7%
CC1CCCCC1NS(=O)(=O)c1ccc(S(=O)(=O)NCc2ccncc2)cc1 (centres undefined)	11.3%
CCC1(CC)Cc2ccccc2C(N)=C1C#N	-3.8%
COCCN(CC(=O)Nc1ccccc1C)S(=O)(=O)c1ccc(S(=O)(=O)N2CCCC2)cc1	13.0%
COc1ccc(-c2nnc3sc(C(C)N4C(=O)c5ccccc5C4=O)nn23)cc1 (centres undefined)	3.8%
Nc1nc2ncc(CNc3ccc(C(=O)N[C@@H](CCC(=O)O)C(=O)O)cc3)nc2c(=O)[nH]1	-6.2%[12.8 µM]
O=C(Nc1cnn(Cc2ccc(Cl)cc2Cl)c1)c1cc(-c2cccs2)on1	-4.1%
O=C(CN(C1CCCCC1)S(=O)(=O)c1ccc(F)cc1)NCc1ccncc1	0.2%
c1ccc2c(c1)ccc1ncccc12	11.0%
COc1ccc(CN2CCN(S(=O)(=O)c3ccc(NC(C)=O)cc3)CC2)cc1OC	14.8%

Three entries out of the list, arranged by molar mass, largest number first:
SMILES	AmpC det inh
Nc1nc2ncc(CNc3ccc(C(=O)N[C@@H](CCC(=O)O)C(=O)O)cc3)nc2c(=O)[nH]1	-6.2%[12.8 µM]
O=C(CN(C1CCCCC1)S(=O)(=O)c1ccc(F)cc1)NCc1ccncc1	0.2%
CCC1(CC)Cc2ccccc2C(N)=C1C#N	-3.8%

Continued:
SMILES	AmpC det inh
Cc1csc(=Nc2c(C)n(C)n(-c3ccccc3)c2=O)n1Cc1ccccc1	12.0%
COc1ccc(C(=O)N2CCN(S(=O)(=O)c3cc(Cl)ccc3OC)CC2)cc1	-6.5%
C=CCOc1ccccc1CNCc1cccnc1	11.6%
Cc1ccc(C)c(S(=O)(=O)NCCOC(=O)Nc2sc(=S)n(C)c2C)c1	13.6%
Cc1cccc(C(=O)N2CCN(Cc3ccc4c(c3)OCO4)CC2)c1	12.7%
CN(c1ccccc1)S(=O)(=O)c1cccc(C(=O)N2CCN(c3ccccn3)CC2)c1	-1.8%
O=C(NCCN1CCC(Cc2ccccc2)CC1)C1CCCN(S(=O)(=O)c2cnc[nH]2)C1 (centres undefined)	11.5%
COc1ccccc1NC(=O)N(Cc1ccco1)Cc1cc2c(C)ccc(C)c2[nH]c1=O	6.2%
COCCN(CC(=O)NCc1ccc(F)cc1)C(=O)CCC(=O)Nc1nccs1	6.0%
O=C1CC(N2CCN(C3CCc4ccccc4C3)CC2)C(=O)N1c1ccccc1 (centres undefined)	0.5%
Nc1nc(-c2ccco2)nc(N2CCCCC2)n1	1.6%
Cc1cc(C(C)(C)C)cc(C)c1COC(=O)C1CCC(=O)N1 (centres undefined)	0.0%
O=C(Cn1nc(-c2ccccc2)ccc1=O)NCC1COCCO1 (centres undefined)	-0.1%
O=C(CN1CCC(n2nnc3cc(C(F)(F)F)ccc32)CC1)N1CCc2ccccc21	-0.6%
O=S(=O)(c1ccc(N2CCCC2)cc1)C(F)(F)F	-2.0%
Cc1nc(NC2CCCCC2)c2nc(-c3ccccc3)n(CC3CCN(C)CC3)c2n1	15.8%
COC(=O)C1=C(C(=O)c2ccc(C)cc2)C(c2ccc(OC)c(OC)c2)n2nnnc2N1 (centres undefined)	-4.5%
Cn1c(CN2CCOCC2)nnc1SCC(=O)Nc1ccc2c(c1)OCCO2	-2.4%
Oc1ccc2cc(SSc3ccc4cc(O)ccc4c3)ccc2c1	0.4%
O=C(CN(CCCN1CCOCC1)C(=O)Cn1nnc(-c2ccc(F)cc2)n1)NC1CCCCC1	7.9%
CCC/C=C(\CCC)C(NC(=O)c1cccs1)c1ccc(C(F)(F)F)cc1 (centres undefined)	-1.1%
O=C1CN(C(=O)CSc2nnnn2-c2ccc(Cl)cc2)c2ccccc2N1	-3.8%
CC(C)NC(=O)N1CCCC2(CCN(S(=O)(=O)c3ccccc3)CC2)C1	-3.6%
C=CCn1c(SCC(=O)Nc2ccc3c(c2)OCCO3)nnc1-c1ccco1	-1.0%
CCN(CC)[C@@H](C)C(=O)N1c2ccccc2Sc2ccccc21	-1.9%
CCc1nn(CC(=O)NCCN2CCN(C)CC2)c(=O)c2cc3occc3n12	-0.9%
COc1ccccc1N1CCN(C(=O)c2oc3ccccc3c2C)CC1	-4.2%
CC(C)CC(NC(=O)C1CCCCC1)C(=O)NCc1ccccn1 (centres undefined)	-3.5%
Cn1nc(C(=O)NCc2ccc(F)cc2)c2ccccc2c1=O	-4.8%
CC(C)(C)OC(=O)NCCCC(CCCNC(=O)OC(C)(C)C)C(=O)O	-3.9%
CC(C)Cc1cc(C(=O)NCCc2ccccc2)no1	12.8%
COC(=O)C1=C(C)NC(=O)NC1c1ccc(OCC(=O)N2CCCCC2)cc1 (centres undefined)	-0.8%
N#CC1=C(N)n2c(s/c(=C\c3ccco3)c2=O)=C(C#N)C1c1ccco1 (centres undefined)	11.1%
O=C(c1ccco1)N1CCN(Cc2nnnn2CCc2ccccc2)CC1	3.2%
CCCC/C=C/C(NC(=O)c1ccc(C(=O)OC)cc1)c1ccccc1 (centres undefined)	0.9%
COc1ccc(CNc2nc(-c3cccc(C#N)c3)nc3ccccc23)c(OC)c1	10.2%
CC1CN(C(=O)c2cc3c(s2)CCC3)CC(C)O1 (centres undefined)	-3.7%
COc1cccc(NC(=O)C2CCCN2C(=O)Nc2ccccc2F)c1 (centres undefined)	0.9%
O=S(=O)(Cc1ccccc1)N1CCN(C2Cc3ccccc3C2)CC1	-3.5%
CCOCCCNC(=O)c1cc2c(=O)n3cccc(C)c3nc2n1C	15.9%
Cc1ccc2cc3cc(C(=O)NCCCN4CCc5ccccc5C4)oc3nc2c1	-2.3%
BrC(c1cccc2ccccc12)c1cccc2ccccc12	0.4%[5.75 µM]
O=C(Nc1ccc(Cl)c(Cl)c1)OCc1cccnc1	2.0%
CC(=O)C1C(c2cn(-c3ccccc3)nc2-c2cccs2)NC(=O)NC1(O)C(F)(F)F (centres undefined)	-2.9%
CC1(C)S[C@@H]2[C@H](NC(=O)[C@@H](NC(=O)N3CCNC3=O)c3ccccc3)C(=O)N2[C@H]1C(=O)O	7.94µM*
COc1ccccc1CNc1cc(-c2ccccc2C(F)(F)F)ncn1	6.9%
O=C(Nc1ccccc1C(=O)N1CCCC1)c1cccc(S(=O)(=O)N2CCCCC2)c1	-3.3%
Cn1cccc1C(=O)c1ccc(Cl)cc1Cl	-6.2%

Fetched by structure from above (7):
SMILES	AmpC det inh
COc1ccccc1CNc1cc(-c2ccccc2C(F)(F)F)ncn1	6.9%
CCOCCCNC(=O)c1cc2c(=O)n3cccc(C)c3nc2n1C	15.9%
O=C(Nc1ccc(Cl)c(Cl)c1)OCc1cccnc1	2.0%
O=S(=O)(Cc1ccccc1)N1CCN(C2Cc3ccccc3C2)CC1	-3.5%
Cc1ccc2cc3cc(C(=O)NCCCN4CCc5ccccc5C4)oc3nc2c1	-2.3%
COc1cccc(NC(=O)C2CCCN2C(=O)Nc2ccccc2F)c1 (centres undefined)	0.9%
CC1CN(C(=O)c2cc3c(s2)CCC3)CC(C)O1 (centres undefined)	-3.7%

Additional compounds:
SMILES	AmpC det inh
CN(C)Cc1ccccc1-c1nc(NC2CC2)c2ccccc2n1	12.7%
CCCOc1cccc(C2/C(=C(/O)c3ccc(OC)cc3)C(=O)C(=O)N2CCN(C)C)c1 (centres undefined)	-1.1%
COc1ccc(S(=O)(=O)N(CC(=O)O)c2ccccc2)cc1	-5.7%
Cc1nc(SCC(=O)c2ccc(F)cc2)n[nH]1	-1.6%
Cc1ccc(C)c(NC(=O)Cn2nc(C)c3ccccc3c2=O)c1	1.6%
CC(=O)c1c(OC(=O)c2ccco2)c2ccccc2n1C	0.6%
Cc1cccc(C)c1OCC(=O)NCc1nnc(SCC(=O)NC2CCCCC2)n1C	-3.1%
O=C(O)CNC(=O)CC12CC3CC(CC(C3)C1)C2	-5.7%
COC(=O)[C@@]1(Cc2ccc(F)cc2)[C@H]2c3cc(C(=O)N4CCCC4)n(CCO)c3C[C@H]2CN1C(=O)c1ccccc1	-1.9%
O=C(CCCc1nc(-c2ccccc2Cl)no1)NC1CCCCC1	-5.5%
O=C(Cn1nnc(-c2cccc(C(F)(F)F)c2)n1)N1CCOCC1	-0.5%
CCCS(=O)(=O)N1CCN(C(=O)c2cccs2)CC1	9.8%
Cc1nn(C)c(C)c1NC(=O)c1ccnn1C	-1.0%
CCC/C=C(\CCC)C(NS(=O)(=O)c1ccc(C(F)(F)F)cc1)c1ccc(C(=O)OC)cc1 (centres undefined)	9.6%
CCCCn1nc(C(=O)O)ccc1=O	1.2%
CCc1nnc2sc(-c3ccc(NC(=O)c4ccc5c(c4)OCCO5)cc3)nn12	0.4%
Cc1nnc(SCC(=O)Nc2nsc(-c3ccccc3)n2)s1	-3.6%
COc1ccc(N(CC(=O)O)S(C)(=O)=O)cc1OC	-5.3%
O=C(Nc1ccc(Cl)cc1)c1cc2nc(-c3ccco3)cc(C(F)(F)F)n2n1	-4.1%
O=c1[nH]cnc2c1N1CCC2CC1	-5.8%
O=C1C(=O)c2ccccc2C(O)=C1C(C1=C(O)c2ccccc2C(=O)C1=O)c1ccc(Cl)cc1	-2.3%[5.75 µM]
O=C(NCC(=O)N1CCCC1)c1cccs1	-2.5%
O=C(CCNC(=O)Cn1ccc2ccccc2c1=O)NCCCN1CCN(c2ccc(F)cc2)CC1	-7.6%
Fc1ccc(Nc2nc(Oc3ccc4c(c3)OCO4)nc(N3CCOCC3)n2)c(F)c1	-1.6%
O=C(CSc1nnc(Cc2ccccc2)n1-c1ccc(F)cc1)N1CCOCC1	-1.8%
OCCNCCCCOc1ccccc1F	-0.1%
O=C(CCn1c(=O)sc2ccccc21)Nc1ccon1	-3.6%
FC(F)(F)c1nnc2sc(-c3ccco3)nn12	-1.4%
COc1ccccc1CNC(=O)N[C@@H](Cc1ccccc1)C(=O)O	0.1%
O=C(c1cc2nc(-c3ccco3)cc(C(F)(F)F)n2n1)N1CCN(c2ccccn2)CC1	-3.6%
CC1=C(C(=O)Nc2ccccc2)C(c2cccs2)C(C#N)=C(SCC#N)N1 (centres undefined)	13.0%
CCOC(=O)CSc1n[nH]c(-c2cccnc2)n1	-3.0%
O=C(C1CC1)N1CCc2cc(Br)cc(S(=O)(=O)NCc3ccco3)c21	-1.1%
CCCC/C=C/C(NC(=O)c1ccco1)c1ccccc1 (centres undefined)	-1.7%
CC1CCCN(C(=O)CNC(=O)Cn2ccc3ccccc3c2=O)C1 (centres undefined)	7.8%
Cc1ccc(-c2nnc(N3CCN(C(=O)CN4CCOCC4)CC3)c3ccccc23)cc1	-5.1%
Cc1ccc(S(=O)(=O)N2CCN(C(=O)CN3CCOCC3)C2)cc1	0.4%
Cc1ccccc1S(=O)(=O)Cc1ccc(C(=O)N2CCN(c3ncccn3)CC2)o1	-1.3%
O=C(O)CCNS(=O)(=O)c1ccccc1	13.8%
COc1cccc(N(CC(=O)N2CCN(C)CC2)S(=O)(=O)c2ccccc2)c1	-7.4%
C=CCN1C[C@H](C)N([C@H](c2ccc(C(=O)N(CC)CC)cc2)c2cccc(OC)c2)C[C@H]1C	0.7%
COc1ccc(-c2nc3cnc(Nc4ccccc4)nc3n(CCC#N)c2=O)cc1	-0.6%
CCOC(=O)c1ccc(COC(=O)c2ccc(-c3nnc(-c4ccccc4)o3)cc2)o1	-2.9%
O=C(Nc1cnn(Cc2ccc(F)cc2)c1)c1cc2nc(-c3ccco3)cc(C(F)(F)F)n2n1	14.3%
CN(C)Cc1ccccc1-c1cc(N(C)Cc2ccco2)ncn1	7.4%
C=CCn1c(COc2cccc3cccnc23)nnc1SCC(=O)OC	-3.1%
N#Cc1c(NCc2ccccc2)ccnc1NCc1cccnc1	10.5%
O=C(Cn1c(CC(=O)N2CCOCC2)nc2ccccc21)Nc1ccc2c(c1)OC(F)(F)O2	-2.2%
O=C(O)c1cc(=O)[nH]c(SCc2ccccc2)n1	-2.3%[5.75 µM]
CCCP(=O)(CC(=O)O)c1ccccc1 (centres undefined)	-1.6%

At a glance, part of the list above.
SMILES	AmpC det inh
O=C(O)CCNS(=O)(=O)c1ccccc1	13.8%
COc1cccc(N(CC(=O)N2CCN(C)CC2)S(=O)(=O)c2ccccc2)c1	-7.4%
